# Source: PubChem BioAssay
# 12-LOX inh = Primary qHTS assay for inhibitors of human arachidonate 12S-lipoxygenase (ALOX12): Round 2 | actives 1.1% (n = 580,000) | Polyunsaturated fatty acid lipoxygenase ALOX12 (Homo sapiens), P18054 | Potency, µM (doses to about 108 µM), inactives show at the top dose activity change, negative = inhibition, actives largely listed as inhibitors | purified 12hLO, xylenol orange hydroperoxide absorbance; note: % is set by controls: 0 for no effect and ±100 for the full control effect
#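 Purified human 12hLO at 150 nM in 25 mM Hepes, 0.01% Triton X-100, pH 7.0, preincubated 15 min at room temperature with compound. Reaction started with 40 uM arachidonic acid, 30 min at room temperature. Hydroperoxide measured by Fe-xylenol orange, 573/405 nm absorbance ratio.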
# ERG-DNA inh = qHTS for Small Molecule Inhibitors of the ERG Ets/DNA interaction; fluorescence polarization, His-ERG Ets domain / labelled DNA; Potency, µM (highest dose often 76.9 µM), inactives show at the highest dose FP activity, negative = inhibition, actives largely listed as inhibitors; actives 0.028% (n = 370,000); AID 624246, 2012; active = well fitted inhibition curve with a large enough effect in the polarisation, with a control signal flat; inconclusive = small, poorly fitted or top-dose-only effect, or effect the other way, or a change in a side signal; inactive = no such curve, though single readings can be large or run the other way; the % refers to the polarisation;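 note: polarization taken with two DNA probes labelled with fluorescein and Texas red; % of control where 0% means no effect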
#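 His-tagged ERG Ets domain (1 uM in the protein solution; 300mM KCl, 50mM Tris-HCl, 1mM EDTA, 1mM DTT, pH 7.5) received compound, then a probe mix of 5 nM fluorescein-DNA and 100nM Texas-615-DNA. Fluorescence polarization was read for both dyes.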
# rTrxR1 inhibitor = qHTS Assay for Inhibitors of Mammalian Selenoprotein Thioredoxin Reductase 1 (TrxR1): qHTS; Potency, µM (series often up to 114 µM), for inactives: at the top dose activity change, negative = inhibition, most hits filed as inhibitors; AID 588453, 2011; Thioredoxin reductase 1, cytoplasmic (Rattus norvegicus), O89049; actives 1% (n = 390,000); recombinant rTrxR1, NADPH fluorescence consumption, selenite substrate; note: % is set by controls: 0 for no effect and ±100 for the full control effect; nearly all actives have a fitted effect of over 65% in size
# Target sequence (O89049 whole entry, looked up): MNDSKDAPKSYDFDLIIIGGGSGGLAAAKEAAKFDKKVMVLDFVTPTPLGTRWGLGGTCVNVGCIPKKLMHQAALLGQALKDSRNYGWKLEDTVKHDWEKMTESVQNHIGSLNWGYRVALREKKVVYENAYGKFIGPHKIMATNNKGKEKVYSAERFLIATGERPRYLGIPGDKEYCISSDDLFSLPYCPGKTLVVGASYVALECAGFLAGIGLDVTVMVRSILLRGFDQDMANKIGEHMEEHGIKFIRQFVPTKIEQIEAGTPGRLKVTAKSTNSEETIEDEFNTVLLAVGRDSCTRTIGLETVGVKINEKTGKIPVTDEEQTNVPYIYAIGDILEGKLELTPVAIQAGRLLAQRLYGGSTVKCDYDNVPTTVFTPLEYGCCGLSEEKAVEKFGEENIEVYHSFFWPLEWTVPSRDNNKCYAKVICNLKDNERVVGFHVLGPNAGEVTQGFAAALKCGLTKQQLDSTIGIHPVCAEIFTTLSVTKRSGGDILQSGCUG
#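 Rat TrxR1 (90 nM in the dispensed reagent) was pre-reduced with 400 uM NADPH for 5 min at room temperature, then incubated with compound for 15 min. After 400 uM selenite was added, NADPH fluorescence (Ex 340/Em 450 nm) was followed for 8 min.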
# JMJD2A Tudor inh = qHTS Assay for Inhibitors of JMJD2A-Tudor Domain. actives 4.4% (n = 390,000). Lysine-specific demethylase 4A (Homo sapiens), O75164. Potency, µM (titrated, usually from 114 µM), without a hit: top-dose activity change, negative = inhibition, most hits filed as inhibitors. AlphaScreen JMJD2A-Tudor / H3K4me3 peptide binding; note: % is set by controls: 0 for no effect and ±100 for the full control effect; nearly all actives have a fitted effect of over 50% in size
# GLS inh = qHTS for Inhibitors of Glutaminase (GLS); Glutaminase kidney isoform, mitochondrial (Homo sapiens), O94925; GLS enzymatic activity, qHTS titration; Potency, µM (top dose mostly 45.5 µM), without a hit: at the highest dose activity change, negative = inhibition, hits mostly inhibitors; actives 0.21% (n = 410,000); AID 624170, 2012; note: % is set by controls: 0 for no effect and ±100 for the full control effect
#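 hKGA in 45 mM KH2PO4 pH 8.2, 0.02% Tween-20 with pin-transferred compounds; 1 mM L-glutamine (stock) plus glutamate oxidase/HRP/Amplex Red coupling added. Fluorescence read initially and after 30 min at RT.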
# HP1b chromo inh = HTS for Inhibitors of HP1-beta Chromodomain Interactions with Methylated Histone Tails; Potency, µM (series often up to 114 µM), without a hit: top-dose activity change, negative = inhibition, actives largely listed as inhibitors; AlphaScreen HP1-beta / biotin-H3K9me3 peptide binding; Chromobox protein homolog 1 (Homo sapiens), P83916; actives 0.56% (n = 390,000); note: nearly all actives have a fitted effect of over 70% in size; inactives centre near 23
# Target sequence (P83916 whole entry, looked up): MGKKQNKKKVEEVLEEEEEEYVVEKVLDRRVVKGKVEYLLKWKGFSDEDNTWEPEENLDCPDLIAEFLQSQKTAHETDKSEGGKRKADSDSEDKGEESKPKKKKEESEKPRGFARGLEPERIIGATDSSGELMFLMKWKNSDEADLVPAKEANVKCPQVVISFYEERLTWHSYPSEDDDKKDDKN
#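 Compound inhibition of the preformed complex between 50 nM HP1-beta and 50 nM biotinylated H3K9me3 peptide was read by AlphaScreen. Buffer was PBS pH 7.4 with 0.01% Tween-20. Incubations ran 30 min at room temperature, with 10 ug/mL donor/acceptor beads.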
# Pin1 inhibitor = qHTS Assay to Find Inhibitors of Pin1; Peptidyl-prolyl cis-trans isomerase NIMA-interacting 1 (Homo sapiens), Q13526; actives 0.009% (n = 390,000); Pin1 FP peptide displacement, HiFluor488, 10 min; AID 504891, 2011; Potency, µM (titrated, usually from 115 µM), inactives show top-dose activity, negative = inhibition, usual class: inhibitors; active = well fitted inhibition curve with a large enough effect in the polarisation, with a control signal flat, not every such curve was filed as active; inconclusive = small, poorly fitted or top-dose-only effect, or effect the other way, or a change in a side signal; inactive = no such curve, though single readings can be large or run the other way; the % refers to the polarisation; note: % is set by controls: 0 for no effect and ±100 for the full control effect
# Target sequence (Q13526 whole entry, looked up): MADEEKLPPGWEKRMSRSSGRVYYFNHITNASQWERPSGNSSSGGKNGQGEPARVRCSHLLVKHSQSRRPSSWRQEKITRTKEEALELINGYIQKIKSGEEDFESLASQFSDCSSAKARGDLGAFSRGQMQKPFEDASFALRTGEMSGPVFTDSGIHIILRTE
# RGS4 inh = Inhibitors of Regulator of G Protein Signaling (RGS) 4: qHTS; Regulator of G-protein signaling 4 (Homo sapiens), P49798; Transcreener GDP fluorescence polarization, RGS4-accelerated GTP hydrolysis; Potency, µM (series often up to 114 µM), without a hit: at the top dose activity change, negative = inhibition, hits mostly inhibitors; actives 0.039% (n = 390,000); note: % is set by controls: 0 for no effect and ±100 for the full control effect; nearly all actives have a fitted effect of over 75% in size; some results filed as inactive show a strong effect at the top dose
# Target sequence (P49798 whole entry, looked up): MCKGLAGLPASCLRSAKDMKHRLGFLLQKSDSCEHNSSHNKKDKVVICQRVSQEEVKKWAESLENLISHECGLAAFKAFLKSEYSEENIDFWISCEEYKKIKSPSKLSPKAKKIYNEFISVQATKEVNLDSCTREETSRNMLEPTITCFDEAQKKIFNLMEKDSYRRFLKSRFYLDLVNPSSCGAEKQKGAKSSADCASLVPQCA
#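 MLSMR compounds (23 nl, pin-transferred) preincubated 10 min at room temperature with a 500nM (2x) first reagent, then RGS4 at 900nM (2x) plus Transcreener GDP mix added; fluorescence polarization (620/688 nm) read before and after 90 min at 30 °C.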
# PGK inhibitor = qHTS Assay to Find Inhibitors of Phosphoglycerate Kinase | AID 602233, 2012 | Phosphoglycerate kinase, glycosomal (Trypanosoma brucei brucei), P07378 | actives 0.043% (n = 380,000) | Potency, µM (titrated, usually from 57.5 µM), for the others: top-dose activity change, negative = inhibition, hits mostly inhibitors | PGK/GAPDH coupled, Kinase-Glo luminescence, 60 min; note: % is set by controls: 0 for no effect and ±100 for the full control effect; nearly all actives have a fitted effect of over 60% in size
#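 Recombinant glycosomal PGK reaction used 1,3-bisphosphoglycerate generated in-well by GAPDH (100nM final) in 100mM TEA pH 7.6, 5mM MgCl2, 0.01% Tween-20. After 60 minutes at room temperature, ATP was read by Kinase-Glo Plus luminescence end-point.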
# The depositor's hits bear a star; i = inactive; u = inconclusive; x = no result given; & = joins results of further samples; [ ] = another dose, or the depositor's remark. Unless noted, calls come from the whole dose curve; as a rule, active = well fitted curve in the direction sought with a large enough effect; inconclusive = small, poorly fitted or top-dose-only effect, or another doubt; inactive = no such curve, though single readings can be large; an effect the other way counts as inactive or inconclusive. Potency is the fitted concentration of half-maximal effect. Only part of the results is shown; the hit share may differ from the screen's.
# Every second line gives: HP1b chromo inh | RGS4 inh | Pin1 inhibitor | GLS inh | ERG-DNA inh | PGK inhibitor | 12-LOX inh | JMJD2A Tudor inh | rTrxR1 inhibitor
> C=CCOCC(O)CS(=O)(=O)Cc1ccc(Cl)cc1 (stereo unspecified)
    14% | 14% | 0% | 5% | 0% | 2% | -8% | -2% | -4%
> COc1cc(OC)c(C2Nc3ccccc3-c3nnc(SCc4ccccc4)nc3O2)cc1OC (stereo unspecified)
    14% | 3% | 23% | 2% | 4% | -1% | u | -8% | -9%
> CCC(C)(C)n1nnnc1C(c1ccc(C)cc1)N1CCCC1 (stereo unspecified)
    26% | -15% | -2% | 0% | x | -8%[11.5 µM] | -24% | -10% | 18%
> O=C(O)Cc1ccc2[nH]c3ccc(CC(=O)O)cc3c2c1
    30% | -6% | 1% | 12% | 2% | -3% | 19% | -30% | -6%
> Cn1c(N)c(C(=O)N/N=C/c2ccccc2)sc1=S
    14% | 1% | 2% | -5% | u | 11% | u | -10% | 16%
> O=C(COC(=O)c1nn(-c2ccccc2)c(=O)c2ccccc12)NC1CCS(=O)(=O)C1 (stereo unspecified)
    -12% | -39% | 2% | 1% | 13% | -1% | x | -4% | 25%[57.1 µM]
> Nc1ccc(-c2nc(-c3ccccc3)nc3ccccc23)cc1
    153%[activator] | -8% | -1% | 0% | 11% | -6% | -13% | 70%[activator] | 26%
> COc1ccc(C2C(C(=O)N3CCOCC3)=C(C)NC3=C2C(=O)CC(C)(C)C3)c(OC)c1 (stereo unspecified)
    18% | 23% | -4% | 1% | 7% | i | -23% | -13% | 7%
> CN1CCN(CCCNC(=O)c2ccc3c(c2)N(Cc2ccc(F)cc2)CCS3)CC1
    3% | -9% | -5% | 22% | -9% | -9% | u | u | 8%
> O=C(CCN1CCN(CCO)CC1)Nc1ccc(Br)cc1
    32%&35% | 7%&19% | -1%&-6% | 14%&12% | -2%&1% | 9%&-4% | -2%&-10% | -6%&-13% | 23%&15%
> COC(=O)c1ccc2c(=O)n(CCCCCC(=O)NCCNC(C)=O)c(=O)[nH]c2c1
    19% | 9% | -3% | 3% | -2% | 5% | 4% | -5% | -8%[57.1 µM]
> CCCN(CCC)CCCNC(=O)c1cc2c(=O)n(C)c3ccccc3c2n1C
    47%[activator] | -32% | -6% | 1% | -4% | -4% | 27%[57.4 µM] | -10% | -12%[57.1 µM]
> O=C1CN(C(=O)c2ccc(S(=O)(=O)N3CCCC3)cc2)C(c2ccccc2)c2cc(F)ccc2N1 (stereo unspecified)
    21% | 8% | 1% | 0% | 0% | -9% | -18% | -8% | 13%
> O=C(CNC(=O)c1ccc(Cl)cc1Cl)OCN1C(=O)c2ccccc2C1=O
    5% | 3% | 8% | 3% | -1% | 12% | -1% | -20% | 2%
> CCOC(=O)N1CCC(N2CC34C=CC(O3)C(C(=O)Nc3ccc(OCC)cc3)C4C2=O)CC1 (stereo unspecified)
    34% | -16% | -2% | 4% | 11% | -7% | 381%[activator] | -6% | 24%[57.1 µM]
> COc1ccc(NC(=O)CN(c2ccc(OC)cc2)S(=O)(=O)c2ccc(OC)c(OC)c2)cc1
    19% | 21% | -12% | -1% | -9% | -4% | u | -5% | 20%
> O=C(COC(=O)C1CCC1)NCc1ccc(Cl)cc1Cl
    13% | 2% | 6% | 1% | -5% | -3% | -5% | -7% | 1%
> COc1ccc(OC)c(NC(=O)CSc2ccnc(=O)[nH]2)c1
    34% | -16% | -5% | 0% | -5% | -1% | -14% | -7% | 8%[57.1 µM]
> CCc1c(C)[nH]c(=S)c(C#N)c1C
    74%[activator] | u | -3% | -13% | 0% | -1% | u | 4µM* | -27%
> O=C(NCc1ccc(F)cc1)c1ccc(N2CCOCC2)c([N+](=O)[O-])c1
    1% | 10% | 3% | -9% | -9% | -3% | 0% | u | 10%
> O=C(Cn1c(S(=O)(=O)Cc2ccccc2)nc2ccccc21)N1CCCCC1
    21% | -11% | -12% | -4% | 15% | -2% | -1% | -4% | 39%[57.1 µM]
> CC(=O)c1cc2c(cc1N(C(=O)Cn1nnc3ccccc31)C(C(=O)NCCC(C)C)c1cccnc1)OCO2 (stereo unspecified)
    38% | 23% | 1% | 0% | -25% | -2% | 5% | -11% | 6%[57.1 µM]
> O=C1c2ccccc2-c2onc3ccc(Oc4ccccc4)c1c23
    -27% | 5% | u | -3% | x | -1% | -3% | u | u
> OCCN1CCN(CCOc2cccc(Cl)c2)CC1
    26% | 20% | 12% | 16% | -1% | 11% | u | u | 7%[57.1 µM]
> COc1ccc(Oc2nc(SC)nc3ccsc23)cc1
    148% | -4% | -5% | -14% | -10% | -4% | 7% | 96%[activator] | 0%[57.1 µM]
> COCCNc1ncnc2c1c(-c1ccccc1)cn2-c1cccc(Cl)c1
    32%[activator] | 14% | -4% | -6% | 0% | 0% | -20% | -11% | 6%[57.1 µM]
> Cc1ccc(SCC(=O)NCc2ccccc2C)cc1
    43%[activator] | -5% | -15% | 0% | -4% | -8% | -50% | -4% | 21%
> O=C1CCC(C(=O)N2CCCCCCC2)CN1Cc1cccc(C(F)(F)F)c1 (stereo unspecified)
    24% | -3% | -12% | 10% | -5% | 14% | 0% | -8% | 0%
> COc1ccc(N(CC(=O)NCCSCc2c(F)cccc2Cl)S(C)(=O)=O)cc1OC
    31% | 10% | 4% | -8% | 4% | 4% | 26% | -9% | 13%
> COc1ccc(C(=O)N/N=C(\Cc2ncc[nH]2)c2ccccc2)cc1
    36% | -15% | -2% | -12% | 3% | i | 6% | -22% | 6%[57.1 µM]
> COC(=O)c1ccccc1NC(=O)C1CC(c2ccc(F)cc2)=NO1 (stereo unspecified)
    7% | 36% | 7% | 0% | 1% | 8% | -18% | 3% | -11%
> CON=C1CCN(c2ncc(C(F)(F)F)cc2Cl)CC1
    57%[activator] | 29% | 1% | -4% | 1% | 4% | -14% | 18% | 14%
> CC1CCCCN1C(=O)COC(=O)c1cc(Cl)c2c(c1)OCO2 (stereo unspecified)
    5% | u | -3% | 2% | 1% | -3% | -6% | -20% | 5%
> COc1cccc(NC(=O)CN(C)C(=O)CNC(=O)c2ccc3ccccc3c2)c1
    16% | 9% | -3% | -1% | 0% | 1% | -18% | -10% | 11%
> Cn1[nH]c(=O)c(Cl)c(Cl)c1=O
    12% | -24% | 2% | 9% | 4% | -1% | -12% | u | 13%[57.1 µM]
> O=C(O)CN(Cc1ccccc1)S(=O)(=O)c1ccc2c(c1)OCCO2
    14% | -7% | -2% | 19% | 1% | 1% | -19% | -12% | 9%[57.1 µM]
> Cc1cc(C)cc(NC(=S)NC(=O)CCN2C(=O)c3ccccc3C2=O)c1
    52%[activator] | -45% | -2% | 3% | 3% | -20% | -18% | -26% | u
> C[C@@H]1CN([C@@H](C)CO)C(=O)Cc2cc(NC(=O)Nc3ccc4c(c3)OCO4)ccc2O[C@@H]1CN(C)C(=O)NC1CCCCC1
    0% | 14% | 1% | 14% | 6% | -5% | u | -14% | 16%
> Cc1ccc(C(=O)NN=C2CCCC2)cc1C
    1% | 5% | 0% | 6% | 9% | i | i | -19% | 19%
> Cc1ccc(NC(=O)c2sc3nc(N)c(C#N)cc3c2N)cc1
    8% | 4% | 30%[activator] | -3% | 5% | 0% | u | -34% | 16%[57.1 µM]
> CC(=O)Nc1ccc(NS(=O)(=O)c2ccc3[nH]c4c(c3c2)CCCCC4)cc1
    -27% | -19% | -6% | 10% | 3% | 0% | u | -10% | 10%
> COc1ccccc1N(CC(=O)NCCSc1ccccc1)S(=O)(=O)c1ccc(C)cc1
    12% | 7% | -5% | 0% | 2% | 0% | -26% | -23% | 15%
> CCOC(=O)C1CCCN(c2cc(C)nc3cc(-c4ccc(Cl)cc4)nn23)C1 (stereo unspecified)
    76%[activator] | -14%[11.4 µM] | 0% | 0% | -5% | 1% | 0% | -10%[11.4 µM] | 25%
> CCN(CC)c1ccc(S(=O)(=O)N2CCOCC2)cc1NC(=O)COC(=O)/C=C/c1ccc(C)o1
    6% | -27% | 18% | -1% | -1% | i | -15% | -24% | 71µM*
> Cc1nn(-c2ccccn2)c2c1C(=O)CC(C)(C)C2Br (stereo unspecified)
    -9% | -12%[11.4 µM] | -1% | 0% | 4% | -4% | 17% | -3%[11.4 µM] | 21%
> CC(C)Sc1snnc1-c1ccccc1
    117%[activator] | 21% | 9% | 0% | -2% | 9% | u | 100%[activator] | 3%[57.1 µM]
> Cc1noc(C)c1S(=O)(=O)N1CCC(C(=O)NCCN2CCC(C)CC2)CC1
    36% | -11% | 1% | 8% | -4% | 7% | -14% | 2% | 11%
